Source: PubChem BioAssay
NR3A LBD binder = binders of NR3A ligand-binding domain, primary screen, biophysical, differential scanning fluorimetry, uHTS | Glutamate receptor ionotropic, NMDA 3A (GRIN3A) ligand-binding domain | NR3A LBD differential scanning fluorimetry, Tm shift; 0% = protein alone, 100% = glycine-bound protein | Tm shift relative to glycine control, % at 25 µM | hit rate 2.5% among 340,000;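 active = melting temperature shift of at least 10% of the positive control shift, at one fixed dose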
SENP8 block = human SENP8 protease inhibitors, primary screen, biochemical, fluorescence, Nedd8 protein substrate, uHTS; Sentrin-specific protease 8 (Homo sapiens), Q96LD8; recombinant SENP8; inhibition, % at 20 µM; hit rate 0.64% among 360,000; AID 602440, 2012; in the data active = inhibition mostly above about 40%, no sharp cut-off; inactive = mostly below about 27%
Target sequence (Q96LD8 whole entry, looked up): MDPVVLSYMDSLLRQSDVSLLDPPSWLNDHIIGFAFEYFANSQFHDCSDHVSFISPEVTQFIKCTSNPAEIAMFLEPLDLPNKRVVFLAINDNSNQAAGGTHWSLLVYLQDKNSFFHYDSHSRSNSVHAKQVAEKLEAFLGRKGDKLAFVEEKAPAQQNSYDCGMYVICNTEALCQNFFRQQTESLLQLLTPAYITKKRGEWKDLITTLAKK
SENP7 inh = SENP7 protease inhibitors, primary screen, biochemical, luminescence, uHTS; Sentrin-specific protease 7 (Homo sapiens), Q9BQF6; recombinant SENP7, Z-RLRGG-aminoluciferin luminescence, 40 min; inhibition, % at 5 µM; hit rate 1.5% among 330,000; AID 434973, 2010;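 active = inhibition above about 50% at the single test dose, limit read from the data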;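 also: plate controls were DMSO with enzyme for no effect and no enzyme buffer wells for full effect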
MPTP inh = mitochondrial permeability transition pore inhibitors, primary screen, biochemical, isolated mouse mitochondria, absorbance; Ca2+ swelling absorbance, 30 min; inhibition, % at 10 µM; hit rate 1.4% among 360,000; AID 602449, 2012;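 active = inhibition of 50% or more, scaled per plate between neutral and stimulator controls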;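 also: 0% = DMSO wells given calcium and 100% = 1 mM EGTA wells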
HKDC1 inh = HKDC1 hexokinase inhibitors, primary screen, biochemical, fluorescence, uHTS; AID 493160, 2011; hit rate 0.16% among 340,000; recombinant HKDC1, G6PDH/diaphorase resazurin coupled fluorescence; inhibition, % at 20 µM; Q2TB90;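 active = inhibition above about 35% when tested at 20 µM, limit read from the data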;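 also: plate controls were DMSO wells with enzyme for no effect and DMSO wells lacking enzyme for full effect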
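System: Recombinant HKDC1 hexokinase | Amount: HKDC1 at 5 µg/mL | Reagent: Glucose with 1 mM ATP | Doses: Single 20 µM dose | Incubation: Reaction time 90 min, room temperature, protected from light | Signal: Coupled resazurin fluorescence, excitation 525 nm, emission 613 nm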
SENP6 block = SENP6 protease inhibitors, primary screen, biochemical, luminescence, uHTS; Sentrin-specific protease 6 (Homo sapiens), Q9GZR1; Recombinant SENP6 catalytic domain, aminoluciferin luminescence; inhibition, % at 10 µM; hit rate 1.8% among 330,000; AID 2599, 2010;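 active = inhibition above about 50% at the single tested dose, limit read from the data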;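 also: plate controls were DMSO wells with enzyme for no effect and DMSO wells lacking enzyme for full effect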
Target sequence (Q9GZR1 628-1112 limits assumed): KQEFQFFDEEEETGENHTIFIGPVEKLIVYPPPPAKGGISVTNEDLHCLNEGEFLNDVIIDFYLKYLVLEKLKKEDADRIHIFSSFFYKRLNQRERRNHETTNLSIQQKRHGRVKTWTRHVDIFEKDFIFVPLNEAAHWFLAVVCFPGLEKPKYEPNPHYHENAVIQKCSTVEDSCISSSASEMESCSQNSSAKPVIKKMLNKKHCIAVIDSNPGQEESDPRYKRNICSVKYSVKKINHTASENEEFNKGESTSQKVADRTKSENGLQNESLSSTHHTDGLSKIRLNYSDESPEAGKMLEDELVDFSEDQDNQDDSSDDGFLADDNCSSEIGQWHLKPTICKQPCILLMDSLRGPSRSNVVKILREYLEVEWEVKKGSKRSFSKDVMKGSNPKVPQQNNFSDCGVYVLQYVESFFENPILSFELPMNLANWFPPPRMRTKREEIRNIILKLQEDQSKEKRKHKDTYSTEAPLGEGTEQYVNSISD
PfG6PD inh = PfG6PD enzyme inhibitors, primary screen, biochemical, fluorescence intensity, uHTS. glucose-6-phosphate dehydrogenase-6-phosphogluconolactonase (Plasmodium falciparum 3D7). AID 504690, 2011. inhibition, % at 20 µM. hit rate 0.78% among 350,000. PfGluPho enzyme, NADPH resazurin-diaphorase fluorescence;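 active = inhibition reaching at least a set limit at 20 µM in the primary screen, cut at about 59% in these data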;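 also: 0% = DMSO wells with substrate and 100% = DMSO wells lacking glucose-6-phosphate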
ATG4B inhibitor = ATG4B protease inhibitors, primary screen, biochemical, fluorescence, uHTS; Cysteine protease ATG4B (Homo sapiens), Q9Y4P1; inhibition, % at 8.33 µM; ATG4B cleavage of LC3-PLA2, NBD-HPC fluorescence, 1 h; hit rate 0.51% among 340,000; in the data active = inhibition above about 40%
Target sequence (Q9Y4P1 whole entry, looked up): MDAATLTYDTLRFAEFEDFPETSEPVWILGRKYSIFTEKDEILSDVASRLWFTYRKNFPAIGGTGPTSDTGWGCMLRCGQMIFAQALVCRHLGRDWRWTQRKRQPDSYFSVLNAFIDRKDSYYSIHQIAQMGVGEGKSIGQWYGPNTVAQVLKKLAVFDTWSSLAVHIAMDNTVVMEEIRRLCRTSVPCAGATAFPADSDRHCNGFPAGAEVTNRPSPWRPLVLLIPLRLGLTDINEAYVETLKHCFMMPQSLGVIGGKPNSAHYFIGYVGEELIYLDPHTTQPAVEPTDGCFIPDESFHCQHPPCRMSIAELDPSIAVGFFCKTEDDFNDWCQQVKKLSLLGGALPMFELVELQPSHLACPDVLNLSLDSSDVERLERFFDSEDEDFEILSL
Active calls of the source: *; / = no result given.

(1) COc1ccc(NC(=O)CSc2ccc3nnc(-c4ccccn4)n3n2)c(OC)c1
(2) NC(=O)c1ccc(NC(=O)CSc2nnc(C3CCCCC3)n2N)cc1
(3) Cc1ccccc1NC(=O)CCOc1ccccc1
(4) COc1ccc(CNC(=O)CSCc2cnn(-c3ccccc3)c2-n2cccc2)cc1
(5) COc1ccc(C=NCC2OCCc3ccccc32)cc1OC (centres undefined)
(6) O=C(CC1C(=O)NCCN1Cc1ccccc1C(F)(F)F)NC1CCCCCC1 (centres undefined)
(7) CCOc1ccccc1NC(=O)CSc1nnc(CNC(=O)c2cc(OC)c(OC)c(OC)c2)o1
(8) Nc1nc(N(Cc2ccccc2)Cc2ccccc2)nc(C(F)(F)F)n1

Compound	1	2	3	4	5	6	7	8
NR3A LBD binder	1	0	1	2	2	2	2	-13
SENP8 block	3	4	11	5	4	-33	23	0
SENP7 inh	-5	11	/	-20	4	15	-10	-2
MPTP inh	1.0	-0.1	2.5	9.5	2.0	-1.1	-0.6	0.0
HKDC1 inh	0	-3	-2	1	0	-4	-4	1
SENP6 block	0	-17	/	0	-13	13	-21	7
PfG6PD inh	-7	-9	7	-8	3	-1	-5	-4
ATG4B inhibitor	-3	2	3	17	8	12	-4	8

Complete entries, looked up by structure. Order of screens: NR3A LBD binder	SENP8 block	SENP7 inh	MPTP inh	HKDC1 inh	SENP6 block	PfG6PD inh	ATG4B inhibitor
Profile of COc1ccc(CNC(=O)CSCc2cnn(-c3ccccc3)c2-n2cccc2)cc1 → 2	5	-20	9.5	1	0	-8	17
Profile of NC(=O)c1ccc(NC(=O)CSc2nnc(C3CCCCC3)n2N)cc1 → 0	4	11	-0.1	-3	-17	-9	2

Screen by screen, quoted from above:
PfG6PD inh, entries 3–6, in order: 7, -8, 3, -1
SENP6 block, entries 3–6, in order: /, 0, -13, 13
SENP7 inh, entries 3–6, in order: /, -20, 4, 15

More compounds.
(9) C[C@@H]1CN([C@H](C)CO)C(=O)c2cc(NC(=O)Cc3cn(C)c4ccccc34)ccc2O[C@H]1CN(C)C(=O)Nc1ccc2c(c1)OCO2
(10) Cc1nn(-c2ccccc2)c2sc(C(=O)NC3CC3)cc12
(11) Nc1c(Cl)ncnc1N/N=C/c1ccccn1
(12) CCN(CC)c1ccc(S(=O)(=O)N2CCOCC2)cc1NC(=O)Nc1ccccc1
(13) N/C(=N\OC(=O)/C=C/c1ccccc1)c1ccncc1
(14) CSc1ccccc1C(=O)Nc1ccccc1C(=O)NC(C)C
(15) O=S(=O)(Nc1ccc(N2CCOCC2)cc1)c1c(F)cc(F)cc1Br
(16) O=C(N/N=C/C(Br)=C/c1ccccc1)c1cc(-c2ccco2)[nH]n1

Compound	9	10	11	12	13	14	15	16
NR3A LBD binder	-5	1	-1	-6	-9	-1	-3	22*
SENP8 block	-6	13	/	0	16	6	3	5
SENP7 inh	-4	10	/	-5	-1	1	-3	8
MPTP inh	-0.9	2.8	/	1.5	1.2	-0.3	2.2	-7.6
HKDC1 inh	3	-4	-9	-7	-5	-4	3	-5
SENP6 block	-30	0	/	2	-8	-20	0	-8
PfG6PD inh	5	9	29	24	-3	-12	30	20
ATG4B inhibitor	-10	-4	-2	-18	-6	2	-2	-2

(17) NC(=S)NN=C(c1ccccc1)c1ccccc1
(18) CCc1ccccc1NC(=O)CCS(=O)(=O)c1ccc2c(c1)CCCN2C(C)=O
(19) COc1ccc(C(=O)NC(=S)NNC(=O)c2ccncc2)cc1Br
(20) CCOc1cc(C)nc(N2CCC(C(=O)Nc3ccccc3OCC)CC2)n1
(21) Cc1c(C(C)NC(=O)c2cc(COc3cccc4cnccc34)on2)cnn1C (centres undefined)
(22) CCSc1nc2sc3c(c2c(=O)n1CC)CCC3
(23) Cc1ccc(C(=O)N2CCN(c3ccc(NC(=O)CSc4ccc(Cl)cc4)cc3)CC2)cc1
(24) O/N=C(\Cn1ccnc1)c1ccccc1

Compound	17	18	19	20	21	22	23	24
NR3A LBD binder	-3	0	-4	4	0	3	-8	-2
SENP8 block	20	6	-328	10	-27	15	34	12
SENP7 inh	-5	-8	5	0	3	3	-6	/
MPTP inh	0.5	-1.6	2.4	1.0	4.6	0.8	1.0	-0.2
HKDC1 inh	-2	-6	-15	-8	7	1	2	3
SENP6 block	-12	-3	-6	-5	-10	6	-11	/
PfG6PD inh	7	5	-13	11	1	-25	-17	-13
ATG4B inhibitor	-4	2	-15	-7	-4	39	0	3

(25) Cc1ccc(C(=O)Nc2cccc(C(=O)N3CCOCC3)c2)cc1
(26) CCN(Cc1ccccc1)C(=O)C(=O)c1cn(CC(=O)N2CCCC2)c2ccccc12
(27) Cc1nc2ccccn2c1C(=O)/C=C/c1cccc([N+](=O)[O-])c1
(28) CC1CC(C)CN(S(=O)(=O)c2ccc(NC(=O)C3CSC4(C)CCC(=O)N34)cc2)C1 (centres undefined)
(29) COc1ccc(NC(=O)COC(=O)[C@@H]2CCCN2C(=O)c2cccs2)c(OC)c1
(30) Cn1c(=O)c2c(C(=O)O)cc(-c3ccccc3)nc2n(Cc2ccccc2)c1=O
(31) COc1ccc(/C=C2/SC(=S)N(NS(=O)(=O)c3ccc(C)cc3)C2=O)cc1
(32) CCN(CC(=O)Nc1ccc(N2CCOCC2)cc1)Cc1nc2ccccc2c(=O)[nH]1

Compound	25	26	27	28	29	30	31	32
NR3A LBD binder	0	-1	2	-3	-1	0	-12	7
SENP8 block	9	4	13	7	8	-49	18	18
SENP7 inh	1	6	-5	5	-3	-12	6	-4
MPTP inh	1.2	-0.4	1.9	0.0	2.8	0.2	2.8	-2.0
HKDC1 inh	1	-6	8	-1	-1	-6	6	0
SENP6 block	-2	-22	-17	-13	-4	14	-14	-6
PfG6PD inh	1	-2	7	-9	1	0	-8	-5
ATG4B inhibitor	-5	3	8	2	-6	-4	6	-5

(33) CCOCCCNc1nc2c(c(=O)n(C)c(=O)n2C)n1CCCc1ccccc1
(34) CC(C)CNC(=S)NC1CC2CCCC(C1)N2Cc1cccs1 (centres undefined)
(35) O=S1(=O)CC=C(CSc2nc3ccccc3[nH]2)C1
(36) Nc1cc(=O)[nH]c(SCC(=O)Nc2cccc(S(=O)(=O)N3CCCCCC3)c2)n1
(37) C[C@@H](C(=O)Nc1nccs1)N1C(=O)C2CC=CCC2C1=O (some centres undefined)
(38) CCOC(=O)C(C)Oc1cccc2c(=O)n(CC(=O)NCCc3ccccc3)ccc12 (centres undefined)
(39) CCOC(=O)/C(C(N)=NCC(C)C)=C(/O)c1ccccc1
(40) CSCCC(NC(=O)c1ccccc1)C(=O)NCCc1ccccc1 (centres undefined)

Compound	33	34	35	36	37	38	39	40
NR3A LBD binder	-1	-1	-1	0	1	2	1	1
SENP8 block	16	19	23	-5	2	-64	1	12
SENP7 inh	6	-6	0	14	4	1	-2	2
MPTP inh	-0.5	-0.6	-2.6	-0.2	0.9	0.6	-1.5	3.2
HKDC1 inh	0	-13	-5	-7	-5	-5	-5	-7
SENP6 block	-10	6	1	-4	2	-8	-6	-6
PfG6PD inh	-1	12	4	-36	7	-7	-2	12
ATG4B inhibitor	-1	-21	1	-8	-4	6	-8	-17

A section from further up, as a working copy:
(37) C[C@@H](C(=O)Nc1nccs1)N1C(=O)C2CC=CCC2C1=O (some centres undefined)
(38) CCOC(=O)C(C)Oc1cccc2c(=O)n(CC(=O)NCCc3ccccc3)ccc12 (centres undefined)
(39) CCOC(=O)/C(C(N)=NCC(C)C)=C(/O)c1ccccc1

Compound	37	38	39
NR3A LBD binder	1	2	1
SENP8 block	2	-64	1
SENP7 inh	4	1	-2
MPTP inh	0.9	0.6	-1.5
HKDC1 inh	-5	-5	-5
SENP6 block	2	-8	-6
PfG6PD inh	7	-7	-2
ATG4B inhibitor	-4	6	-8

The list goes on:
(41) O=C(CCNS(=O)(=O)c1ccc(Br)s1)N1CCN(c2ccccc2)CC1
(42) COc1ccc(Cl)cc1NC(=O)CN(C)C(=O)c1ccc2n[nH]nc2c1
(43) CCCSc1nc(C)c(-c2csc(C(C#N)=C3CCCC3)n2)cc1C#N
(44) O=C(COc1cc(F)ccc1[N+](=O)[O-])Nc1ccc(N2CCCCC2)cc1
(45) CC(C(=O)NC(C)(C)C)N1C(=O)c2cccc3cccc(c23)C1=O (centres undefined)
(46) N#CC1=C(Nc2ccc(Br)cc2)CCC1
(47) COc1ccc(CSCC(=O)NN=C2CCN(C)CC2)cc1
(48) CC(C)Oc1ccc(/C(O)=C2/C(=O)C(=O)N(CCN3CCOCC3)C2c2ccccc2)cc1 (centres undefined)

Compound	41	42	43	44	45	46	47	48
NR3A LBD binder	-1	2	1	1	0	-2	0	4
SENP8 block	7	-1	-12	13	-283	8	-17	-246
SENP7 inh	/	-10	3	-17	5	1	0	-2
MPTP inh	-0.4	-0.2	3.3	0.9	-1.1	3.4	1.1	-4.7
HKDC1 inh	-3	-4	6	-6	-7	-3	-4	-3
SENP6 block	/	-15	3	-13	2	-20	0	-2
PfG6PD inh	-4	-24	9	-1	1	1	1	-12
ATG4B inhibitor	-8	-3	-1	3	-5	28	-3	-13

(49) COc1c(O)ccc2cnn(-c3ccccc3C)c(=O)c12
(50) CC(=O)CCS(=O)(=O)c1ccc(Oc2ccc(S(=O)(=O)CCC(C)=O)cc2)cc1
(51) Cn1c(COc2ccccc2)nnc1SCC(=O)Nc1ccc(N2CCOCC2)c(Cl)c1
(52) COc1ccc(S(=O)(=O)N2CCN(C3Cc4ccccc4C3)CC2)cc1
(53) COc1ccc(-n2nc(C(=O)NCC(=O)O)c3ccccc3c2=O)cc1
(54) Cc1cccc(C2c3[nH]c4ccccc4c3CCN2C(=O)c2cc(C(C)C)nc(N)n2)n1 (centres undefined)
(55) Cc1ccc(S(=O)(=O)c2c(N)n(NC(=O)c3ccccc3C)c3nc4ccccc4nc23)cc1
(56) CCOc1ccc(N=C(/C(C(=O)C(=O)N2CCOCC2)=C(\O)c2ccccc2)c2ccccc2)cc1

Compound	49	50	51	52	53	54	55	56
NR3A LBD binder	-1	-1	1	-1	4	-1	11*	-4
SENP8 block	33	12	0	12	-11	8	-256	9
SENP7 inh	6	0	-1	7	-11	-3	-8	12
MPTP inh	-0.7	58*	-0.7	0.2	-1.7	2.6	11	-0.8
HKDC1 inh	0	-8	-3	-13	-5	1	14	-5
SENP6 block	-14	-27	-18	18	11	11	-26	13
PfG6PD inh	-5	-3	1	5	-1	8	-12	-7
ATG4B inhibitor	3	-3	6	-4	0	22	-3	-3

(57) CC(C)CCNC(=O)CSc1nc2ccccc2c(=O)[nH]1
(58) O=C1CCC(C(=O)N2CCCCO2)CN1Cc1cccc(F)c1 (centres undefined)
(59) Cc1[nH]c(C)c(C(=O)/C=C/c2ccc([N+](=O)[O-])cc2)c1C
(60) CC(=O)Nc1cccc(C(=O)OC(C(=O)c2ccc(C)c(C)c2)c2ccccc2)c1 (centres undefined)
(61) CC(C)(C)NC(=O)COC(=O)C1c2ccccc2Oc2ccccc21
(62) CCOc1ccccc1/C=N/NC(=O)c1cccc(Cl)c1
(63) COc1ccc(S(=O)(=O)N2CC=C(C(=O)NC3CCCC3)CC2)cc1

Compound	57	58	59	60	61	62	63
NR3A LBD binder	2	1	-10	4	0	-2	-1
SENP8 block	5	8	16	11	4	-20	-3
SENP7 inh	-2	5	-13	-9	2	6	0
MPTP inh	-0.6	0.4	0.8	8.1	1.9	1.9	-1.3
HKDC1 inh	3	-8	-5	-6	-5	-19	-3
SENP6 block	-14	-13	4	1	2	24	8
PfG6PD inh	-25	-1	28	1	12	7	6
ATG4B inhibitor	12	-7	0	17	-1	-8	-3
